High-throughput results: PubChem BioAssay, several laboratories
HUVEC prolif 384: inhibitors of HUVEC proliferation, primary screen, cell-based, 384-well | CellTiter-Glo luminescence, 72 h; active compounds read low | viability, % at 10 µM (by protocol) | 86,000 compounds, 1.1% hits | AID 648, 2007;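 active = viability at or below 30%; inactive = viability above 30%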;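 also: 100% = median luminescence of DMSO-only cell control wells on each plate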
Mac1 fbg enh: enhancers of CD11b/CD18 adhesion to fibrinogen, primary screen, K562 cells, luminescence | Integrin beta-2 (Homo sapiens) + Integrin alpha-M (Homo sapiens), P05107+P11215 | ATPlite luminescence | activation, % at 10 µM | 93,000 compounds, 0.07% hits | AID 1499, 2009;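 active = 10 µM primary screen giving 50% or more activity, confirmed by 40% or more on retest at that dose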; also: strong numbers were not always called active
Mac1 fbg inh: inhibitors of CD11b/CD18 adhesion to fibrinogen, primary screen, K562 cells, luminescence; Integrin beta-2 (Homo sapiens) + Integrin alpha-M (Homo sapiens), P05107+P11215; ATPlite luminescence; Mn2+ added to activate the integrin; inhibition, % at 10 µM; 93,000 compounds, 0.54% hits;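 active = primary inhibition of 50% or more at 10 µM, then 40% or more on retest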; also: some results filed as inactive read as strong as hits
H69AR inhibit: proliferation blockers of H69AR lung cancer cells, primary screen, cell-based, human, 86K library; H69AR lung tumor viability, ATP luminescence, 72 h; active compounds read low; AID 598, 2007; viability, % at 10 µM; 85,000 compounds, 6% hits;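 active = viability at or below 40%; inactive = viability above 40%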;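 also: multidrug resistant small cell line overexpressing MRP-1 efflux transporter; 100% = mean luminescence of untreated control wells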
CYP2C19 act: human CYP2C19 activators, primary screen, biochemical, luminescence; AID 1025, 2008; activation factor at 5 µM; recombinant CYP2C19, luciferin-H EGE luminescence; active compounds read high; 0 = fully inhibited enzyme, 1 = untreated enzyme; Cytochrome P450 2C19 (Homo sapiens), P33261; 96,000 tested, under 10 active;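 active = activation factor of at least 2 at 5 µM in the primary screen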;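 also: 0 = wells with 2.5 mM tranylcypromine and 1 = vehicle-only wells; values of inactives mirror those of a sister screen read the other way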
Target sequence (P33261 whole entry, looked up): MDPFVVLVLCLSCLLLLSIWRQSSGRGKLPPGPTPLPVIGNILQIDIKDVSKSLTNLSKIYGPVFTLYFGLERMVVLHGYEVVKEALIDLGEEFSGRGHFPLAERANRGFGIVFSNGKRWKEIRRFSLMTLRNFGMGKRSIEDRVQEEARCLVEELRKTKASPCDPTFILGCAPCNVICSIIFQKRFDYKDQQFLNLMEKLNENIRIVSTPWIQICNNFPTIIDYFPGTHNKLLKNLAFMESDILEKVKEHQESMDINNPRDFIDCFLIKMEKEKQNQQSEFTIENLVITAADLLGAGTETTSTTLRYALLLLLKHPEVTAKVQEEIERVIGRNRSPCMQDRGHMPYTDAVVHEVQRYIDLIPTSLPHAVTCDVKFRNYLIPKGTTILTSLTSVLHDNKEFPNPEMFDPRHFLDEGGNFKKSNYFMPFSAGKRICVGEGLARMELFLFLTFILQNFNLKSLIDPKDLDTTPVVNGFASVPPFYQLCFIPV
ERa SRC1 pot: enhancers of ERα–SRC-1 coactivator binding, primary screen, biochemical, TR-FRET, ERα LBD, low estradiol | Estrogen receptor (Homo sapiens), P03372 | AID 639, 2007 | TR-FRET ERalpha-LBD/SRC-Cy5 coactivator binding, 2 h; 100 = basal binding, no effect | 86,000 compounds, 1.3% hits | coactivator binding (% of control), % at 25.6 µM; in the data active = activity above about 200%;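 also: binding measured in presence of low estradiol as agonist stimulus; 0% = peptide alone without receptor and 100% = receptor with peptide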
Target sequence (P03372 whole entry, looked up, the tested form may be a part): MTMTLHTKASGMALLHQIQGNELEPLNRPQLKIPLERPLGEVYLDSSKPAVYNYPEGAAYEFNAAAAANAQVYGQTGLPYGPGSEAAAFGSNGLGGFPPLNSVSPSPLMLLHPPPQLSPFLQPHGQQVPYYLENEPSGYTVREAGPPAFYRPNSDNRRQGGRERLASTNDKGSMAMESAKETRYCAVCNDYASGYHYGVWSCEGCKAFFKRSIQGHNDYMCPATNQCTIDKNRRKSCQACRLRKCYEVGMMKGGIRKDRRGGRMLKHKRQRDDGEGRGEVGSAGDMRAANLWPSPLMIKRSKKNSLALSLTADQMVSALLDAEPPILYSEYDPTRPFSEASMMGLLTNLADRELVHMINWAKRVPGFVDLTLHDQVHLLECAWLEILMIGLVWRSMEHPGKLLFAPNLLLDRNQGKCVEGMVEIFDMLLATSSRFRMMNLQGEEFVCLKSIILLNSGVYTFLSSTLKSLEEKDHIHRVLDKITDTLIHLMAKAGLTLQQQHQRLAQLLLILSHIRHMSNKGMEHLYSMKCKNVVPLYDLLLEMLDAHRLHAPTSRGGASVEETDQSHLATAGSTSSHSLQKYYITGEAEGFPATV
Fibroblast inh: antiproliferative effect on LL 47 fibroblasts – human, LL 47 cells, CellTiter-Glo luminescence, primary screen; LL 47 human lung fibroblast viability, ATP luminescence; active compounds read low; viability, % at 10 µM; 85,000 compounds, 1.1% hits;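 active = viability at or below 50% in the single dose screen; inactive = viability above 50%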;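 also: compound exposure lasted 72 h before the ATP readout; 100% = median luminescence of untreated cell-only wells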
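Signal: luminescent ATP detection, CellTiter-Glo; assay system: LL 47 human lung fibroblasts; input: 1,150 cells/well; incubation: overnight cell rest, 72 h compound treatment at 37 °C; measure: % viability versus median cells-only luminescence; medium: IMEM growth medium with 15% fetal bovine serum; dosing: compound addition at 0.1% DMSO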
ERa coact inh: ERα–SRC-1 coactivator interaction inhibitors, primary screen, biochemical, TR-FRET, ERα LBD, estradiol-bound; TR-FRET ER-alpha LBD / SRC-1 peptide; inhibition, % at 25.6 µM; 86,000 compounds, 1.7% hits; AID 629, 2007; in the data active = inhibition above about 50%;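 also: 0% = receptor plus peptide control and 100% = peptide only without receptor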
CYP2C19 inh: blockers of cytochrome P450 2C19 activity – biochemical, luminescence, ADME assay, primary screen; P33261; CYP2C19 Supersomes, luciferin-H EGE luminescence, 30 min; inhibition, % at 5 µM; 96,000 compounds, 21% hits; AID 778, 2007;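 active = CYP2C19 inhibition above a set limit at 5 µM in the primary screen, cut at about 50% in these data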;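 also: plate controls were negative control wells for no effect and 2.5 mM tranylcypromine positive control for full effect; values of inactives mirror those of a sister screen read the other way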
Numbers without * were called inactive; nt = not tested or not shown; [ ] = another dose, or the depositor's remark.

Below each SMILES: HUVEC prolif 384, Mac1 fbg enh, Mac1 fbg inh, H69AR inhibit, CYP2C19 act, ERa SRC1 pot, Fibroblast inh, ERa coact inh, CYP2C19 inh
O=C(NNC(=O)c1ccc(O)cc1O)c1ccc(Cl)cc1
    nt, 0, -15, nt, 0.9, nt, nt, nt, 9
CCSc1nc2c(c(=O)[nH]c(=O)n2C)n1C/C=C(/C)Cl
    91, -2, 0, 67, 0.8, 77, 75, 14[fluorescence artefact?], 23
CCOC(=O)C1=C(C)Nc2nnnn2C1c1cccnc1 (stereo not drawn)
    109, -4, -16, 91, 0.9, 95, 97, -1, 10
CCOC(=O)C(C(=O)OCC)C(=O)c1cc(OC)c(OC)c(OC)c1
    109, -2, 4, 98, 1, 113, 104, -2, -4
COc1ccc(Cl)cc1S(=O)(=O)n1cnc2ccccc21
    58, 3, -1, 17*, 0.2, 88, 80, -5, 78*
CCOC(=O)c1nc(N)c(=O)n(-c2ccc(C)cc2)n1
    109, nt, nt, 97, nt, 103, 107, 7[fluorescence artefact?], nt
Cn1c(=O)c2nc(Cl)n(Cc3ccc(Cl)cc3Cl)c2n(C)c1=O
    106, nt, nt, 88, nt, 97, 100, 0, nt
O=C(NCc1cccnc1)C1CCCN(S(=O)(=O)c2ccccc2)C1 (stereo not drawn)
    95, 1, -16, 86, 0.1, 105, 103, -17, 87*
CN(CCC#N)C(=O)COC(=O)c1ccc(Cl)c(S(N)(=O)=O)c1
    100, -1, -5, 96, 1, 89, 98, -6, 2
CCOC(=O)c1cc(-c2cccs2)nc2onc(C)c12
    103, -7, -5, 96, 0.7, 129, 98, 5, 27
O=C(O)CCCC(=O)Nc1ccc(Cl)c(Cl)c1
    90, -6, -10, 103, 0.9, 117, 98, -8, 6
O=C(NCC1COc2ccccc2O1)c1ccc(Cl)cc1 (stereo not drawn)
    90, -2, 0, 74, 0.3, 100[fluorescence artefact?], 110, -6, 74*
COc1ccc(Oc2c(-c3ccc(O)cc3O)n[nH]c2C)cc1
    105, -2, 1, 96, 0, 97, 89, -2, 100*
CCn1cc(C(=O)N[C@H](C)c2ccccc2)c(=O)c2cc(F)c(N3CCN(C)CC3)cc21
    47, -4, 0, 9.7*, 0.8, 89, 78, 3, 24
CSc1nncc(/C(C)=N\Nc2ccccc2C)n1
    nt, 1, 2, nt, 0.8, nt, nt, nt, 19
O=C(CSC1=NCCS1)Nc1ccc(S(=O)(=O)NC2CCCCC2)cc1
    84, -12, -2, 95, 0.8, 126, 93, 12, 24
CCOC(=O)c1cccc(NS(=O)(=O)c2ccc(NC(C)=O)cc2)c1
    70, -3, 36, 73, 0, 89, 90, -1, 100*
O=C(NCc1ccco1)c1ccc(S(=O)(=O)N2CCCc3ccccc32)cc1
    84, -3, 7, 31*, 0.3, 92, 92, 4, 67*
COCCNC(=O)COc1ccc(Nc2ccccc2)cc1
    101, -8, 6, 118, 1, 107, 93, -5, -3
COc1ccc2c(Cl)c(-c3nnco3)sc2c1
    59, nt, nt, 101, 0.8, 90[fluorescence artefact?], 91, 17[fluorescence artefact?], 19
CCOC(=O)c1ccccc1NCN1C(=O)CSC1=O
    101, 2, -37, 105, 1.1, 121, 96, -7, -7
CC1Cc2ccccc2N1C(=O)CCNS(=O)(=O)c1ccc2c(c1)CCC(=O)N2 (stereo not drawn)
    99, -2, -15, 97, 0.6, 119[fluorescence artefact?], 93, -2, 39
COC(=O)c1cc(Cl)c(NC(=O)c2ccco2)cc1OC
    108, -4, -6, 94, 0.9, 111, 99, -7, 9
CCOc1ccc2nc(N3CCOCC3)nc(C)c2c1
    116, -2, -26, 86, 0.7, 119, 97, -50, 35
COc1cc(OC)nc(NC(=O)NS(=O)(=O)c2ccc(OC(F)(F)F)cc2)n1
    nt, 2, -7, nt, 0.9, nt, nt, nt, 8
Cc1cc(C)nc(Nc2nc(=O)c3ccccc3s2)n1
    96, -1, -16, 83, 1, 130, 98, -11, 0
COC(=O)C1=C(N)Oc2cc(C)n(C)c(=O)c2C1c1ccc(Cl)c(Cl)c1 (stereo not drawn)
    96, 1, -9, 94, 1.1, 86[fluorescence artefact?], 90, 6[fluorescence artefact?], -8
O=C(NCC(c1cccnc1)N1CCOCC1)C1CCCCC1 (stereo not drawn)
    106, nt, nt, 101, nt, 117, 102, -5, nt
O=c1oc2ccc3ccccc3c2cc1-c1nc2ccccc2o1
    83, nt, nt, 75, nt, 177[fluorescence artefact?], 105, 51*[fluorescence artefact?], nt
COc1ccccc1NS(=O)(=O)c1cccc(NC(=O)c2nc3nc(C)cc(C)n3n2)c1
    nt, -1, -33, nt, 0.9, nt, nt, nt, 8

18 neighbouring entries already listed:
Below each SMILES: HUVEC prolif 384, Mac1 fbg enh, Mac1 fbg inh, H69AR inhibit, CYP2C19 act, ERa SRC1 pot, Fibroblast inh, ERa coact inh, CYP2C19 inh
CCOC(=O)c1cc(-c2cccs2)nc2onc(C)c12
    103, -7, -5, 96, 0.7, 129, 98, 5, 27
O=C(O)CCCC(=O)Nc1ccc(Cl)c(Cl)c1
    90, -6, -10, 103, 0.9, 117, 98, -8, 6
O=C(NCC1COc2ccccc2O1)c1ccc(Cl)cc1 (stereo not drawn)
    90, -2, 0, 74, 0.3, 100[fluorescence artefact?], 110, -6, 74*
COc1ccc(Oc2c(-c3ccc(O)cc3O)n[nH]c2C)cc1
    105, -2, 1, 96, 0, 97, 89, -2, 100*
CCn1cc(C(=O)N[C@H](C)c2ccccc2)c(=O)c2cc(F)c(N3CCN(C)CC3)cc21
    47, -4, 0, 9.7*, 0.8, 89, 78, 3, 24
CSc1nncc(/C(C)=N\Nc2ccccc2C)n1
    nt, 1, 2, nt, 0.8, nt, nt, nt, 19
O=C(CSC1=NCCS1)Nc1ccc(S(=O)(=O)NC2CCCCC2)cc1
    84, -12, -2, 95, 0.8, 126, 93, 12, 24
CCOC(=O)c1cccc(NS(=O)(=O)c2ccc(NC(C)=O)cc2)c1
    70, -3, 36, 73, 0, 89, 90, -1, 100*
O=C(NCc1ccco1)c1ccc(S(=O)(=O)N2CCCc3ccccc32)cc1
    84, -3, 7, 31*, 0.3, 92, 92, 4, 67*
COCCNC(=O)COc1ccc(Nc2ccccc2)cc1
    101, -8, 6, 118, 1, 107, 93, -5, -3
COc1ccc2c(Cl)c(-c3nnco3)sc2c1
    59, nt, nt, 101, 0.8, 90[fluorescence artefact?], 91, 17[fluorescence artefact?], 19
CCOC(=O)c1ccccc1NCN1C(=O)CSC1=O
    101, 2, -37, 105, 1.1, 121, 96, -7, -7
CC1Cc2ccccc2N1C(=O)CCNS(=O)(=O)c1ccc2c(c1)CCC(=O)N2 (stereo not drawn)
    99, -2, -15, 97, 0.6, 119[fluorescence artefact?], 93, -2, 39
COC(=O)c1cc(Cl)c(NC(=O)c2ccco2)cc1OC
    108, -4, -6, 94, 0.9, 111, 99, -7, 9
CCOc1ccc2nc(N3CCOCC3)nc(C)c2c1
    116, -2, -26, 86, 0.7, 119, 97, -50, 35
COc1cc(OC)nc(NC(=O)NS(=O)(=O)c2ccc(OC(F)(F)F)cc2)n1
    nt, 2, -7, nt, 0.9, nt, nt, nt, 8
Cc1cc(C)nc(Nc2nc(=O)c3ccccc3s2)n1
    96, -1, -16, 83, 1, 130, 98, -11, 0
COC(=O)C1=C(N)Oc2cc(C)n(C)c(=O)c2C1c1ccc(Cl)c(Cl)c1 (stereo not drawn)
    96, 1, -9, 94, 1.1, 86[fluorescence artefact?], 90, 6[fluorescence artefact?], -8

Single records (already shown). Values in the order: HUVEC prolif 384, Mac1 fbg enh, Mac1 fbg inh, H69AR inhibit, CYP2C19 act, ERa SRC1 pot, Fibroblast inh, ERa coact inh, CYP2C19 inh
Record of COc1ccccc1NS(=O)(=O)c1cccc(NC(=O)c2nc3nc(C)cc(C)n3n2)c1 = nt, -1, -33, nt, 0.9, nt, nt, nt, 8
Record of O=C(NNC(=O)c1ccc(O)cc1O)c1ccc(Cl)cc1 = nt, 0, -15, nt, 0.9, nt, nt, nt, 9

Further structures:
Below each SMILES: HUVEC prolif 384, Mac1 fbg enh, Mac1 fbg inh, H69AR inhibit, CYP2C19 act, ERa SRC1 pot, Fibroblast inh, ERa coact inh, CYP2C19 inh
O=C(c1ccccc1)[C@H]1[C@H](c2ccccc2)[C@@]2(N=C(c3ccccc3)OC2=O)C2c3ccccc3C=NN21 (stereo partly drawn)
    96, nt, nt, 83, 0.8, 57[fluorescence artefact?], 93, -4, 22
CC(C)CCN1C(=O)c2ccc(-c3nc4ccccc4c(=O)o3)cc2C1=O
    83, nt, nt, 80, 0.8, 114, 100, 2, 15
Cc1cnc(NC(=O)CSc2nc3ccccc3c(=O)[nH]2)s1
    83, nt, nt, 80, nt, 99, 97, -4, nt
Cc1nc(N)sc1-c1csc(Nc2ccccn2)n1
    89, 12, -11, 72, 0.5, 83, 93, 5, 50
Cc1cc(C)n(-c2nc(SCC(=O)Nc3nccs3)c3c4c(sc3n2)COC(C)(C)C4)n1
    61, -2, 3, 47, 0.6, 118, 69, 5[fluorescence artefact?], 38
Cc1cc(Nc2ccc(Br)cc2F)n2nc(C)nc2n1
    92, nt, nt, 76, nt, 117, 85, -2, nt
Cc1ccc(-n2c(C)cc(C(=O)CSc3nncs3)c2C)cc1
    89, -4, 90, 88, 0, 105, 84, -2, 100*
CCOC(=O)c1cc2ccc(OC(=O)c3ccco3)cc2oc1=O
    nt, 6, -34, nt, 1.1, nt, nt, nt, -6
CCn1c(CSc2nc(C)cc(C)n2)nnc1SCC(=O)Nc1ccccc1
    95, -2, -11, 97, 0.9, 84, 106, -4, 8
Cc1ccc(NC(=O)NCCCc2ccccc2)cc1
    nt, -1, 8, nt, 0.4, nt, nt, nt, 59*
CN(C)c1oc(-c2ccc(OCc3ccc(Cl)cc3)cc2)nc1C#N
    82, 42, 1, 75, 0.7, 117, 99, 20[fluorescence artefact?], 27
COC(=O)c1cc(C#N)c(N(C)Cc2ccccc2)nc1C
    105, -2, 14, 98, 0.8, 82, 93, 5, 22
O=S(=O)(NCC(c1cccnc1)N1CCN(c2ccc(F)cc2)CC1)c1cccs1 (stereo not drawn)
    98, 0, 10, 79, 0.1, 106, 96, 2, 88*
COc1cc(C2c3c(n[nH]c3C)C(=O)N2c2ccc(C)cc2)ccc1O (stereo not drawn)
    93, 0, -6, 107, 0.6, 97, 60, -32, 38
CC(=O)Nc1ccc(N2CCN(C(C)=O)CC2)cc1
    110, -5, 7, 97, 1.1, 80[fluorescence artefact?], 107, 23[fluorescence artefact?], -14
Cc1cnc(NC(=O)C2CCCC2)s1
    97, -3, -5, 98, 0.8, 114, 94, -6, 18
O=C(O)c1cc2nc(-c3ccc(F)cc3)cc(C(F)(F)F)n2n1
    106, 0, 5, 84, 1, 60[fluorescence artefact?], 104, 25, -5
COc1ccc(-c2cc(C(=O)OC3CCOC3=O)c3ccccc3n2)cc1OC (stereo not drawn)
    98, 1, -3, 75, 0.4, 116[fluorescence artefact?], 96, -1, 55*

No enrichment for hits; 26% or so of the library scored in one or more.
